DT40 TDP1 no CPT = qHTS for Inhibitors of human tyrosyl-DNA phosphodiesterase 1 (TDP1): qHTS in cells in absence of CPT. AID 686978, 2013. Potency, µM (doses to about 46.2 µM), inactives show at the highest dose activity change, negative = growth inhibition, hits mostly inhibitors. actives 15% (n = 420,000). DT40 Tdp1-/- hTDP1 cells, no CPT, ATP luminescence, 48 h; further: nearly all actives have a fitted effect of over 55% in size
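Stably hTDP1-transfected Tdp1-null chicken DT40 cells were treated with library compounds minus camptothecin and grown for at least 48 hr at 37 °C, after which cellular ATP was quantified by luminescence.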
TDP1 inh = blocks human tyrosyl-DNA phosphodiesterase 1. recombinant TDP1, AlphaScreen DNA substrate cleavage. Potency, µM (top dose mostly 130 µM), for the others: at the highest dose activity change, negative = inhibition, usual class: inhibitors. actives 0.28% (n = 350,000). AID 485290; further: nearly all actives have a fitted effect of over 40% in size
Target sequence (Q9NUW8 whole entry, looked up): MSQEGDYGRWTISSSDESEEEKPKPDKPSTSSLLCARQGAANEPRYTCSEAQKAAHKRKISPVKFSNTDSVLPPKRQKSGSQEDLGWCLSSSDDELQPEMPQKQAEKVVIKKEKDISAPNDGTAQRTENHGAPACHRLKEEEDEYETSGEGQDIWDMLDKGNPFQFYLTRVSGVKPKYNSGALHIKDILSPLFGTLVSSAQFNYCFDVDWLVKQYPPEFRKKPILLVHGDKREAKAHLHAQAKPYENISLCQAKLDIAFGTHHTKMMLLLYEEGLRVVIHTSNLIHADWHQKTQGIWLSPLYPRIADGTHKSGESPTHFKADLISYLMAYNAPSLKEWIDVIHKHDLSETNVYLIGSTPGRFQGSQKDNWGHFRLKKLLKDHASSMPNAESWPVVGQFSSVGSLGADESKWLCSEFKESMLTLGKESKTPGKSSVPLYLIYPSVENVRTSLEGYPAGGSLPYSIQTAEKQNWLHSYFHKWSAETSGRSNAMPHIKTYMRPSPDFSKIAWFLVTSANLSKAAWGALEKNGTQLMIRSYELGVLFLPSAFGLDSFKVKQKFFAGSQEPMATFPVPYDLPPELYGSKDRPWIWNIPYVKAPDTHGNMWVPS
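E. coli-derived human Tdp1, 1 nM final. Cpd preinc 15 min RT; substrate 15 nM final, 5 min RT; AS bead mix 10 ug/ml final, 10 min RT. Signal loss = tyrosine-FITC cleavage. No-enzyme wells = max signal.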
DT40 TDP1 CPT = DT40-hTDP1 cell growth loss with CPT. chicken DT40 Tdp1-/-;hTDP1 cells + 20 nM CPT, ATP luminescence, 48 h. Potency, µM (series often up to 46.2 µM), for inactives: top-dose activity change, negative = growth inhibition, usual class: inhibitors. actives 12% (n = 420,000). AID 686979; further: nearly all actives have a fitted effect of over 55% in size
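Chicken DT40 Tdp1-/- cells stably complemented with human TDP1 were seeded at 400 cells/well in medium containing 20 nM camptothecin, exposed to pin-transferred compounds, and grown at 37 °C for at least 48 hr. Viability was read as ATP luminescence.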
Active calls of the source: *; ? = inconclusive; · = not tested or not shown; & = joins results of further samples; [ ] = remark or other dose. The call rests on the fitted dose curve; in most records, active means well fitted curve in the direction sought with a large enough effect; inconclusive means small, poorly fitted or top-dose-only effect, or another doubt; inactive means no such curve, though single readings can be large; an effect the other way counts as inactive or inconclusive. On the % scale 0 is the no-effect control and ±100 the full control effect; potency means the concentration at half of the fitted maximal effect.

molecule,TDP1 inh,DT40 TDP1 no CPT,DT40 TDP1 CPT
Nc1cc2nsnc2cc1Br,-6%,5.8µM*,5.8µM*
O=C(CN1C(=O)c2ccc([N+](=O)[O-])cc2C1=O)NCCC1=CCCCC1,·,0%,15%
COc1ccc(N(CC(C)C)S(=O)(=O)c2nnc(NC(=O)CC(C)C)s2)cc1,·,?,3.7µM*
Nc1nc(SCc2ccccc2)ns1,2%,6%,2%
O=C(O)c1ccc(C(=O)Nc2ccc(F)cc2)cc1,1%,1%,-1%
COc1ccc(CN2CCNC(=O)C2CC(=O)N(C)Cc2ccon2)c(F)c1 (centres undefined),3%,5%,7%
COc1ccccc1N1CCN(C(=O)c2cc3c(=O)oc4ccccc4c3s2)CC1,9%,-4%,2%
CCOC(=O)c1[nH]c(=S)n(-c2ccccc2)c1C(=O)OCC,·,2%,12%
Cc1cccc(C)c1N(CC(=O)N1CCCC1)S(C)(=O)=O,1%,12%,7%
CCOc1ccccc1CN1CCN(CCCn2cccn2)CC1CCO (centres undefined),4%,-24%,-2%

Structures listed so far that contain a carbonyl joined to an NH by a bond outside any ring (3):
molecule,TDP1 inh,DT40 TDP1 no CPT,DT40 TDP1 CPT
O=C(CN1C(=O)c2ccc([N+](=O)[O-])cc2C1=O)NCCC1=CCCCC1,·,0%,15%
COc1ccc(N(CC(C)C)S(=O)(=O)c2nnc(NC(=O)CC(C)C)s2)cc1,·,?,3.7µM*
O=C(O)c1ccc(C(=O)Nc2ccc(F)cc2)cc1,1%,1%,-1%

Other structures
molecule,TDP1 inh,DT40 TDP1 no CPT,DT40 TDP1 CPT
COc1ccc(NC(=O)C(c2ccc(OC)cc2)N(C)C(=O)CNC(C)=O)cc1 (centres undefined),2%,-17%,-3%
COc1ccccc1NC(=O)c1ccc(NC(=O)COC(=O)c2ccc(O)cc2)cc1,-1%[56.1 µM],-14%,?
CCCn1c(N)c(N(CCOC)C(=O)c2cc3c(s2)CCCCC3)c(=O)[nH]c1=O,3%,-3%,9%
CCOc1nc2ccccc2nc1NS(=O)(=O)c1ccc(Cl)cc1,·,-3%,-14%
COc1cc(/C=N/NC(=O)c2cccc(S(=O)(=O)N3CCOCC3)c2)cc(OC)c1O,0%,-10%,-24%
Cc1[nH]c(C)c(S(=O)(=O)Nc2cccc(Cl)c2C)c1C(=O)N1CCCCC1,8%,?,?
Cc1ccc2nc(N/C(=N/S(=O)(=O)c3ccc(F)cc3)c3ccccc3)sc2c1,1%,-27%,-12%
CCCCN=Cc1sc2ccc(OCC)cc2c1O,11%,?,?
O=C(O)c1ccccc1C(=O)c1ccc2oc(=O)[nH]c2c1,·,-4%,4%
CCOC(=O)C1=C(O)C(=O)N(Cc2cccnc2)C1c1ccc(OC)cc1 (centres undefined),3%,?,-17%

Additional entries follow:
molecule,TDP1 inh,DT40 TDP1 no CPT,DT40 TDP1 CPT
CC1CC(C)CN(CCCNS(=O)(=O)c2ccc3c(c2)oc(=O)n3C)C1 (centres undefined),0%,17%,14%
COc1ccc(C(=O)NNc2ncnc3c2cnn3-c2ccc(C)c(Cl)c2)cc1,10%,3%,-15%
Cc1nc2c(OCCOc3ccccc3)cccn2c1N(C)C(=O)CCC1CCCC1,·,?,?
CC(C)NC(=O)C1(C)CCN1C/C=C/c1ccccc1 (centres undefined),·,?,?
CN1CCN(c2ccccc2NC(=O)c2cc3c(s2)-c2ccccc2OC3)CC1,6%,?,-29%
CS(=O)(=O)c1ccc(Cl)c(NC(=O)Cc2c(Cl)cccc2Cl)c1,3%,2%,2%
Cc1n[nH]c(=S)n1-c1ccc(Cl)cc1,-5%,2%,?
COc1ccc(Cl)cc1NC(=O)c1nnn(CC(=O)Nc2ccc3c(c2)OCO3)c1N,-4%,-26%,-20%
OCC1(Cc2ccc(Cl)cc2)CCN(CCCc2ccccc2)CC1,2%,23µM*,?
O=C(NCCc1ccccc1)c1ccc2c(c1)N(Cc1ccccc1Cl)C(=O)c1ccccc1S2,-5%,?,?

In a second layout: two of the compounds above
CN1CCN(c2ccccc2NC(=O)c2cc3c(s2)-c2ccccc2OC3)CC1
- TDP1 inh: 6%
- DT40 TDP1 no CPT: ?
- DT40 TDP1 CPT: -29%
CS(=O)(=O)c1ccc(Cl)c(NC(=O)Cc2c(Cl)cccc2Cl)c1
- TDP1 inh: 3%
- DT40 TDP1 no CPT: 2%
- DT40 TDP1 CPT: 2%

(cont.)
molecule,TDP1 inh,DT40 TDP1 no CPT,DT40 TDP1 CPT
CC(C)(S)C(=O)N[C@@H](CS)C(=O)O,·,3%&-2%,-5%&3%
Cc1ccc(-c2csc(NC(=O)C3CSC4(C)CCC(=O)N34)n2)cc1 (centres undefined),0%,-22%,-8%
CC1(C(=O)NS(=O)(=O)c2ccccc2Cl)CCN1C(=O)c1ccccc1 (centres undefined),·,-1%,-16%
Cc1cc(NC(=O)CSc2cc(Cl)ccc2Cl)n(-c2ccccc2)n1,3%,-28%,-15%
COCc1ccc(CN2CCC(n3nccc3NC(=O)CCCc3ccccc3)CC2)o1,5%,6%,1%
Cc1cc(=O)n(CCO)c(O)c1C#N,9%,-13%,-2%
Cc1cc(NC(=O)CCOc2ccc(F)cc2)no1,0%,-28%,-17%
COc1ccc(-c2noc(CN(C)C(=O)Nc3ccccc3)n2)cc1,-7%,?,?
CCOc1ccc2oc(C(=O)N(Cc3nnc(-c4ccccc4Cl)o3)C3CC3)c(C)c2c1,·,23µM*,?
Cc1ccccc1C(=O)N1CCN(c2ccccn2)CC1,7%,-6%,0%

(continued)
molecule,TDP1 inh,DT40 TDP1 no CPT,DT40 TDP1 CPT
COc1ccc(C(=O)Oc2ccc3c(-c4ccc(OC)cc4)cc(=O)oc3c2)cc1,-14%,1%[9.04 µM],2%[9.04 µM]
O=S(=O)(c1ccccc1)c1nnn2c1nc(NC1CCN(Cc3ccccc3)CC1)c1ccccc12,2%,8.2µM*,5.8µM*
CC(C)NC(=O)N1CCN(c2ccncc2S(=O)(=O)N2CCCCC2)CC1,3%,13%,2%
Cc1occc1-c1nnc(SCC(=O)NC2CCCCC2)o1,0%,-28%,-9%
COc1ccc(NCc2nnc(SCc3ccc(Cl)cc3)n2-c2ccccc2)cc1,4%,18µM*,?
CCc1nc2ccc(C(=O)Nc3cccc(NS(C)(=O)=O)c3)cn2c1N(CC)Cc1cccc(Br)c1,·,16µM*,?
CSc1ccc(CNCc2ccc3c(c2)OCO3)cc1,·,-25%,?
Cc1ccc(C(=O)COC(=O)CN2C(=O)C3C4CCC(C4)C3C2=O)cc1C (centres undefined),7%,0%,13%
Cn1ncc([N+](=O)[O-])c1C(=O)Nc1cccc(Cl)c1,·,8%,3%
CC(C(=O)Nc1sc2c(c1C(=O)NCC1CCCO1)CCC2)N1C(=O)c2ccccc2C1=O (centres undefined),-1%,-4%,-5%

Additional compounds follow.
molecule,TDP1 inh,DT40 TDP1 no CPT,DT40 TDP1 CPT
Cc1ccccc1OCC(=O)NNC(=O)c1ccc(-n2cncn2)c([N+](=O)[O-])c1,·,?,?
O=C(CSc1nc2ccccc2s1)Nc1ccc2c(c1)oc1ccccc12,3%,1%,-7%
N#Cc1ccccc1NC(=O)C(=O)NCCc1csc(-c2ccc(C(F)(F)F)cc2)n1,0%,?,?
CC(C)=CCC1=C(OCC(=O)O)C(=O)c2ccccc2C1=O,0%,29µM*,23µM*
CCc1nnc(NC(=O)CSc2ncc(-c3ccccc3)[nH]2)s1,-6%,-11%,-12%
Cc1ccccc1N1CCN(c2ccc(NC(=O)C3CCCCC3C(=O)O)cc2)CC1 (centres undefined),5%,9.2µM*,?
CC12CCC(C(=O)n3c1nc1ccccc13)C2(C)C (centres undefined),-6%,21µM*,18µM*
Cn1nc(C(F)(F)F)c(CNC(=O)C(C)(C)CCl)c1N1CCOCC1,3%,3%,-4%
CCOc1ccc(S(=O)(=O)Nc2ccc(C(=O)NCCCN3CCOCC3)cc2)cc1,-5%,-5%,-6%
Cn1nc([N+](=O)[O-])c2c(-c3nc4ccccc4s3)c(N)n(C3CCCCC3)c2c1=O,-7%,?,?

Other structures
molecule,TDP1 inh,DT40 TDP1 no CPT,DT40 TDP1 CPT
CCOC(=O)c1ccc(NC(=O)C2=C(C)Nc3nc(SCc4ccc(Cl)cc4)nn3C2c2ccc(OC)cc2)cc1 (centres undefined),5%,?,?
CC(C)NC(=O)/C(C#N)=C\c1ccc(N(C)C)c(Br)c1,-5%,-17%,8%
Cc1ccc(C(=O)Nc2cccc(S(=O)(=O)N(C)c3ccccc3)c2)o1,4%,?,?
Cc1cc2nc(-c3ccc(F)cc3)c(CC3CCCCC3)n2c(C)c1Br,·,21µM*,?
Cc1cccc(CSc2nc3c(c(=O)[nH]2)CCC3)c1,1%,?,?
CCN1C(=O)S/C(=C/c2ccc(Oc3ccc([N+](=O)[O-])cn3)c(OC)c2)C1=O,3%,13µM*,?
COC(=O)C1=C(C)N(c2ccc(Cl)cc2)/C(=C/c2ccc(O)cc2)C1=O,0%,?,?
CCCCc1cc(=O)oc2c(C)c(OCC(=O)N3CCCC3)ccc12,2%,?,?
O=C(CN1C(=O)CCSc2ccc(S(=O)(=O)N3CCCC3)cc21)Nc1ccccc1,4%&-1%,-1%&-13%,-4%&3%
O=C(NC1CC(=O)N(c2cccc(F)c2)C1)c1ccc(Br)o1 (centres undefined),-8%,-25%,?

Following part
molecule,TDP1 inh,DT40 TDP1 no CPT,DT40 TDP1 CPT
Cc1cccc(-c2nc(CS(=O)CC(=O)NC3CCCC(C)C3C)c(C)o2)c1 (centres undefined),·,?,-23%
COC(=O)[C@H]1[C@@H](C)N(Cc2ccccc2)C(=O)N[C@H]1c1cccc(C(F)(F)F)c1,12%[12.3 µM],?,-29%
COc1ccccc1Nc1nc(N)nc(CN2CC(C)CC(C)C2)n1 (centres undefined),0%,-2%,12%
CCOc1ccc(N(Cc2ccc(OC)cc2)C(=O)c2ccco2)cc1,3%,?,?
Cc1ccc(NC(=O)C2C3/C=C\CCCCC32)cc1 (centres undefined),2%,?,?
Cc1nc(N2CCCC2)c2nnn(Cc3ccccc3Cl)c2n1,4%,26µM*,13µM*
CC(C)=CCC[C@H](C)C[C@@H]1Cc2[nH][nH]c(=O)c2[C@@H](c2ccc(F)cc2)O1,·,?,?
CC(=O)N(c1cccc(C)c1)S(=O)(=O)c1ccc(Cl)cc1,0%,15%,-18%
O=C(CCCc1ccccc1)NCc1cccnc1,0%,-2%,-10%
COc1ccc(Cl)cc1-c1nc(-c2ccc(Br)o2)no1,0%,-7%,-10%

Other records
molecule,TDP1 inh,DT40 TDP1 no CPT,DT40 TDP1 CPT
CCOc1ccc(-c2c(C(=O)N/N=C(\C)c3ccccc3OC)nnn2-c2nonc2N)cc1,0%,-4%,-10%
COc1cc(C2C(C(=O)c3cccs3)=C(O)C(=O)N2CCN2CCOCC2)cc(OC)c1OC (centres undefined),·,10%,1%
O=C(c1cccs1)N1CCN=C1SCc1ccccc1,-8%,-12%,-17%
CC(C)OCCCNC(=O)c1ccncc1,2%,-4%,4%
COc1cccc(C2C(C#N)=C(N)N(N(C)C)C3=C2C(=O)CC(C)(C)C3)c1 (centres undefined),·,7%,9%
CCOC(=O)C1CCN(S(=O)(=O)c2ccc(-c3cc(C(F)(F)F)n(C)n3)s2)CC1,-3%,-4%,5%
O=C1Cc2cc(S(=O)(=O)Nc3cccc(F)c3)ccc2N1,-2%,1%,-6%
CS(=O)(=O)c1ccc2nc(NC(=O)c3ccccc3Br)sc2c1,4%,-29%,-18%
O=C(O/N=C(/c1ccccc1)c1ccncc1)c1cccc(F)c1,2%,?,-23%
Cc1c(NC(=O)/C=C/c2ccc(S(=O)(=O)N3CCOCC3)cc2)c(=O)n(-c2ccccc2)n1C,3%,-3%,4%

More structures
molecule,TDP1 inh,DT40 TDP1 no CPT,DT40 TDP1 CPT
Cc1c(C(c2ccc(Br)cc2)c2c(C)n(C)n(-c3ccccc3)c2=O)c(=O)n(-c2ccccc2)n1C,·,?,-10%
COC1CCCCC1Nc1cccc(SC)c1 (centres undefined),-3%,-19%,?
Nc1c(N(Cc2ccccc2)C(=O)COc2ccc(F)cc2Cl)c(=O)[nH]c(=O)n1Cc1ccccc1,-2%,-23%,?
O=C(COC(=O)CCc1ccc(S(=O)(=O)N2CCCCC2)cc1)Nc1ccc2c(c1)OCO2,2%,0%,2%
O=C(c1cccc(OC2CCN(Cc3ccc(F)cc3)CC2)c1)N1CCCC1,·,-8%,?
O=C(NCC1CCCO1)/C(=C\c1ccccc1)NC(=O)c1ccccc1 (centres undefined),-4%,3%,13%
CC(=O)N1c2ccccc2S(=O)(=O)c2c1ccc1ccccc21,·,-3%,0%

From PubChem BioAssay

Compounds were not picked by outcome. Share with any hit: about 18%.
